CHT PAM: human CHT allosteric activation; 310,000 tested, 0.49% active; B-score at 10 µM; CHT-expressing cells, membrane potential dye, choline EC20; hits give high values; LV-AA mutant CHT in HEK293 cells; Q9GZV3;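 active means initial fluorescence not abnormally high and integrated response B-score, plate-corrected, over 3 SD above library mean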
Target sequence (Q9GZV3 whole entry, looked up): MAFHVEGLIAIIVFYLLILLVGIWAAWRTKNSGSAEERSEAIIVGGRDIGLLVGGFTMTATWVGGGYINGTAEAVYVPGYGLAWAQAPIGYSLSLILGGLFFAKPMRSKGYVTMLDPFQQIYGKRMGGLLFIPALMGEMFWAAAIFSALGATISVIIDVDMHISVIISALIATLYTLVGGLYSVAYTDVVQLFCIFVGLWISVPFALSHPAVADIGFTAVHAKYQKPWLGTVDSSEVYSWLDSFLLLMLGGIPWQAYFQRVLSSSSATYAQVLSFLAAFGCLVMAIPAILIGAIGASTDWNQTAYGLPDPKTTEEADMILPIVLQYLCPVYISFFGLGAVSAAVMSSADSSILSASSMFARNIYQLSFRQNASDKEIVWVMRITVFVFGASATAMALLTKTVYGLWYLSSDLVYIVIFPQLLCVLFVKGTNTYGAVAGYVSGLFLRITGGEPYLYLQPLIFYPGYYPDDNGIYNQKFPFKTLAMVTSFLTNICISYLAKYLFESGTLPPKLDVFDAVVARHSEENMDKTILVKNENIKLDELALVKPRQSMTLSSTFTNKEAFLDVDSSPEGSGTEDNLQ
CHT inh: inhibits the human high affinity choline transporter. 310,000 tested, 0.86% active. Q9GZV3. B-score at 10 µM. CHT-expressing cells, membrane potential dye, choline response; hits give low values;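 active means B-score over 3 SD under the library average, and starting fluorescence ratio not unusually high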;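 further: choline stimulus applied at its EC90 after an EC20 pre-addition; B-score computed on integrated fluorescence ratio after choline addition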
Calls only; i = inactive. Hits appear at their usual frequency; any-hit rate near 1.4%.

molecule	CHT PAM	CHT inh
COc1cc(NC(=O)c2cccnc2)c(Cl)cc1NC(=O)c1ccc(Cl)cc1	i	i
Cc1ccc(C(C)C)c(OCC(O)CN2CCOCC2)c1 (stereo not given)	i	i
CN(C)c1ccc(NC(=O)CN2C(=O)CC(c3ccccc3)=Nc3ccccc32)cc1	i	i
CCOC(=O)c1c(C)[nH]c(C2=NNC(=Nc3ccc(OCC)cc3)SC2)c1C	i	i
COc1ccc2[nH]cc(CCNS(=O)(=O)Cc3ccccc3)c2c1	i	i
CCOc1cc(N2CCOCC2)c(OCC)cc1NC(=O)CN1C(=O)NC(CC(C)C)C1=O (stereo not given)	i	i
CCC(C)N(C(=O)CSc1nnc(C)n1C)C1CCS(=O)(=O)C1 (stereo not given)	i	i
COc1ccc(Br)cc1CNC(=O)CCc1nc(-c2ccccc2F)no1	i	i
CC(NC(=O)c1ccco1)C(=O)N1CCCCC1 (stereo not given)	i	i
O=c1oc2ccccc2n1Cc1cccc(F)c1	i	i
CCN(CC(=O)Nc1ccc(S(=O)(=O)N2CCOCC2)cc1)Cc1ccccc1	i	i
CNS(=O)(=O)c1ccc(CCC(=O)N2CCOCC2)cc1	i	i
CC(=O)n1cc([C@@H]2C=C(C(=O)NCc3ccccc3)O[C@H](OCc3ccc(CO)cc3)C2)c2ccccc21	i	i
COc1ccccc1NC(=O)c1nnn(CC(=O)Nc2cc(C)cc(C)c2)c1N	i	i
O=C(N/N=C/c1oc(O)c2ccccc12)c1ccccc1	i	i
COc1cc(C2NC(C(=O)O)Cc3c2[nH]c2ccccc32)cc(OC)c1OC (stereo not given)	i	i
Cc1c(C=O)c2ccccn2c1C(=O)c1ccccc1Cl	i	i
Cc1cnc2cc(Cl)c(Cl)cc2n1	i	i
CCOC(=O)Cn1cc(C(=O)C(=O)N2CCOCC2)c2ccccc21	i	i
CCNc1nc(NCC)nc(OCCOC(=O)COc2ccc(Cl)cc2Cl)n1	i	i
Cc1cc(NC(=O)CN2CCN(S(=O)(=O)c3ccc(Cl)cc3)CC2)no1	i	i
CC(C)[C@H](NC(=O)[C@@H]1CSC2c3ccccc3C(=O)N21)C(=O)NCc1ccncc1 (stereo not given in full)	i	i
COc1ccccc1Nc1nc(-c2ccc3c(c2)NC(=O)CO3)cs1	i	i
Cc1cccc(C)c1NC(=O)C(C)c1ccc(-c2ccccc2)c(F)c1 (stereo not given)	i	i
CCOCC(=O)Nc1sc2c(c1C(=O)OCC)CCCC2	i	i
Cc1c(C(=O)Nc2ccc(S(=O)(=O)Nc3ncccn3)cc2)oc2ccc(F)cc12	i	i
O=C(COC(=O)c1ccc(Cl)nc1)Nc1ncc(Cl)cc1Cl	i	i
O=C(NC1CC2CCCC(C1)N2C(=O)Nc1ccc(Cl)c(C(F)(F)F)c1)C1CC1 (stereo not given)	i	i
Cc1noc(C)c1S(=O)(=O)N1CCC(C(=O)N2CCN(C(=O)c3ccco3)CC2)CC1	i	i
CCOc1c(Br)cc(C2NS(=O)(=O)N=C3CCCCCN32)cc1OC (stereo not given)	i	i

Ordered by number of heavy atoms (highest first): some entries from above.
molecule	CHT PAM	CHT inh
CC(=O)n1cc([C@@H]2C=C(C(=O)NCc3ccccc3)O[C@H](OCc3ccc(CO)cc3)C2)c2ccccc21	i	i
CCOc1cc(N2CCOCC2)c(OCC)cc1NC(=O)CN1C(=O)NC(CC(C)C)C1=O (stereo not given)	i	i
CCOc1c(Br)cc(C2NS(=O)(=O)N=C3CCCCCN32)cc1OC (stereo not given)	i	i
COc1ccc2[nH]cc(CCNS(=O)(=O)Cc3ccccc3)c2c1	i	i
O=C(COC(=O)c1ccc(Cl)nc1)Nc1ncc(Cl)cc1Cl	i	i
Cc1c(C=O)c2ccccn2c1C(=O)c1ccccc1Cl	i	i

Next part
molecule	CHT PAM	CHT inh
COc1cc2c(cc1OC)CN(c1nc(CN3CCCC3)nc3sc(C)c(C)c13)CC2	i	i
COc1cc2nc(CN3CCN(S(=O)(=O)c4ccc(C)c(C)c4)CC3)[nH]c(=O)c2cc1OC	i	i
CN(C)CCNc1ccc(Cl)cc1[N+](=O)[O-]	i	i
COc1cccc(CNC(=O)C2CCCN(S(=O)(=O)c3cccc4nonc34)C2)c1 (stereo not given)	i	i
COc1cc(OC)cc(OC(=O)c2ccc3c(=O)n4c(nc3c2)CCC4)c1	i	i
CC(C)C(NS(=O)(=O)c1ccc2c(c1)C(C)(C)C(=O)N2C)C(=O)NCc1ccccc1Cl (stereo not given)	i	i
Nn1c(-c2ccco2)n[nH]c1=S	i	i
Cc1cc(C)c(C)c(S(=O)(=O)N2CCN(C(=O)C3CSC4(C)CCC(=O)N34)CC2)c1C (stereo not given)	i	i
N#Cc1c(NC(=O)c2ccc([N+](=O)[O-])o2)sc2c1CCC2	i	i
Cc1cc(C(=O)NC(Cc2c[nH]c3ccccc23)C(=O)O)c(C)o1 (stereo not given)	i	i
O=c1oc(-c2ccccc2[N+](=O)[O-])nc2ccccc12	i	i
CC(C)C1NC(=S)N(C2CCCCC2)C1=O (stereo not given)	i	i
CSc1nc2ccc(NC(=O)C3CC(=O)N(Cc4ccccc4)C3)cc2s1 (stereo not given)	i	i
COc1ccc(/C=C2/C(=O)N(c3ccccc3)N=C2C)cc1OC	i	i
COC(=O)c1[nH]c2ccccc2c1NC(=O)CN1CCN(C(=O)c2ccco2)CC1	i	i
CCc1ccc(S(=O)(=O)N(C(=O)c2ccncc2)c2ccc(OC(=O)c3ccncc3)cc2)cc1	i	i
O=C(c1cn(-c2ccccc2)nc1-c1ccc(F)cc1)N1CCOCC1	i	i
Nn1c(SC/C=C/c2ccccc2)nnc1-c1ccncc1	i	i
Cc1ccc2c(c1)N(CC(=O)N1CCCCC1)C(=O)C(C)O2 (stereo not given)	i	i
COc1cc(C(=O)Nc2ccc3c(c2)C(=O)c2ccccc2C3=O)cc(OC)c1OC	i	i
O=C(NCc1ccncc1)C1CCN(S(=O)(=O)c2cc(Cl)ccc2Cl)CC1	i	i
O=C(COC(=O)c1ccccc1-n1cnnn1)c1ccccc1	i	i
C#CCNC(=O)C1=C[C@H](c2ccc(Br)cc2)C[C@H](OCc2ccc(CO)cc2)O1	i	i
CCC(C)(C)NC(=O)c1ccc(S(=O)(=O)N2CCCCCC2)cc1	i	i
CCOc1cc2c3c(c1)C1(C(=O)N3C(C)(C)C=C2C)C(C#N)=C(N)Oc2cc(O)ccc21 (stereo not given)	i	i
O=C(NCc1ccccc1)c1ccccc1NC(=O)C1CCCCC1	i	i
CN1C(N)=NC(=O)/C1=C/c1ccc(OC(F)(F)F)cc1	i	i
Cc1nn(C(C)C(=O)NCc2ccccc2)c(C)c1[N+](=O)[O-] (stereo not given)	i	i
Cc1ccc(-c2nn(-c3ccccc3)cc2/C=C/C(=O)Nc2nccs2)cc1	i	i
COc1ccc(-c2[nH]c(-c3ccccc3)nc2SCC(=O)Nc2nccs2)cc1	i	i

Further entries follow.
Values run as follows: CHT PAM | CHT inh
CCCCNc1nc2ccccc2n1CC(=O)N1CCc2ccccc2C1
  i | i
CCCC1NC(C(=O)O)Cc2c1[nH]c1ccccc21 (stereo not given)
  i | i
COc1ccccc1CCNC(=O)Cn1c(=O)oc2ccccc21
  i | i
COc1ccc(OC)c(NC(=O)c2oc3c(c2C)C(O)CC(C)(C)C3)c1 (stereo not given)
  i | i
Cc1ccccc1Nc1c(-c2ccc(N3CCOCC3)cc2)nc2ncccn12
  i | i
C[C@@H](CN1CCC(Cc2ccccc2)CC1)[C@@H](O)c1ccc(O)cc1
  i | i
Cc1cc(C)nc(SCc2csc(N)n2)n1
  i | i
O=C(CCCN1C(=O)/C(=C/c2ccco2)SC1=S)Nc1cccc(C(=O)O)c1
  i | i
Cc1ccc(NC(=O)C(CC(=O)O)C2CCCO2)c(C)c1 (stereo not given)
  i | i
CCN(CC)CCOc1cccc(C(C)C)c1
  i | i
CCCC(=O)Nc1sc2c(c1C(=O)OC)C(C(=O)OC)CC2 (stereo not given)
  i | i
COc1ccc(Cl)cc1C(=O)NNC(=O)COC(=O)CCN=C1NS(=O)(=O)c2ccccc21
  i | i
COc1ccccc1NNC(=O)c1cccnc1Oc1ccccc1
  i | i
CCOC(=O)CCNC(=O)CCNC(=O)C(c1ccccc1)c1ccccc1
  i | i
COc1cc(NS(=O)(=O)c2ccc3ccccc3c2)c2ncccc2c1
  i | i
CCN(Cc1cnn(C)c1)C(=O)c1cc(COc2ccc3c(c2)CCCC3)on1
  i | i
O=C(CSc1ncn(-c2ccccc2)n1)c1cccs1
  i | i
Cc1ccccc1NC(=S)N1CCC(C(=O)c2ccc(F)cc2)CC1
  i | i
COc1ccc(S(=O)(=O)Cc2ccc(C(=O)N3CCc4ccccc4C3)o2)cc1
  i | i
CC#CCCC(=O)N1C=Cc2ccccc2C1C#N (stereo not given)
  i | i
C(=N\Nc1ccc2nncn2n1)/c1ccccn1
  i | i
O=C(Nc1cccc(Cl)c1N1CCOCC1)c1ccc2c(c1)OCCO2
  i | i
CCOC(=O)O[C@]1(C(=O)OCCl)CC[C@H]2[C@@H]3CCC4=CC(=O)C=C[C@]4(C)[C@H]3[C@@H](O)C[C@@]21C
  i | i
CCOc1ccc(CC2c3cc(OCC)c(OCC)cc3CCN2C(=O)CN2CCN(C)CC2)cc1OCC (stereo not given)
  i | i
O=C(Cc1ccc(NC2=NC3CS(=O)(=O)CC3S2)cc1)NCc1ccc(Cl)cc1 (stereo not given)
  i | i
CCCOc1ccc(C2C(C(=O)c3ccc(C)o3)=C(O)C(=O)N2Cc2ccco2)cc1OCC (stereo not given)
  i | i
CCCCC(O)(CCCC)C(=O)NN(C(=O)OC)c1ccccc1
  i | i
CC(NC(=O)/C=C/c1ccc(Br)cc1)c1ccc(Cl)cc1 (stereo not given)
  i | i
COC(=O)c1c(CCl)noc1C(=O)NCC1CCCO1 (stereo not given)
  i | i
O=C(NCc1ccco1)/C(=C\c1ccc(F)cc1)NC(=O)c1ccco1
  i | i

Single records, as listed above:
O=C(CSc1ncn(-c2ccccc2)n1)c1cccs1 across the screens: CHT PAM: i; CHT inh: i
CCCOc1ccc(C2C(C(=O)c3ccc(C)o3)=C(O)C(=O)N2Cc2ccco2)cc1OCC (stereo not given) across the screens: CHT PAM: i; CHT inh: i

The main list resumes, repeating the 2 entries before the break.
Values run as follows: CHT PAM | CHT inh
COC(=O)c1c(CCl)noc1C(=O)NCC1CCCO1 (stereo not given)
  i | i
O=C(NCc1ccco1)/C(=C\c1ccc(F)cc1)NC(=O)c1ccco1
  i | i
N#C/C(=C\c1ccc(/C=C(/C#N)c2nn(CCO)c(N)c2C#N)cc1)c1nn(CCO)c(N)c1C#N
  i | i
COCCNC(=O)C1CC(=O)N(c2ccc(OC)cc2)C1c1ccc(OC)cc1 (stereo not given)
  i | i
C=CCn1c(C)nnc1SCC(=O)Nc1nc(C)c(C(=O)N(C)C)s1
  i | i
COc1ccc(CC(=O)NC2CCS(=O)(=O)C2)cc1 (stereo not given)
  i | i
CCn1c(SCC(=O)N/N=C/c2ccccc2OCC(=O)O)nnc1-c1ccccc1
  i | i
O=C(Cc1ccccc1)Nn1c(-c2ccccc2)nc2ccccc2c1=O
  i | i
CC(/C=N/NC(=O)CCn1nnc2ccccc21)=C\c1ccccc1
  i | i
CC1=C(C(=O)OCc2ccccc2)C(c2cccc([N+](=O)[O-])c2)NC(=O)N1C (stereo not given)
  i | i
CCc1nnc(NC(=O)C2CCCN2C(=O)Nc2ccccc2)s1 (stereo not given)
  i | i
COc1cc(/C=C(\C#N)C(=O)NC(C)C)ccc1OCc1ccc(C(=O)O)cc1
  i | i
O=[N+]([O-])c1cc([N+](=O)[O-])c(Oc2cc(F)ccc2F)cc1NN1CCCCC1
  i | i
CCc1nnc(NC(=O)CSc2nc3cccnc3n2C2CCCCC2)s1
  i | i
CCCc1ccc(Oc2cc(Cl)nc(N)n2)cc1
  i | i
COC(=O)c1cn(C(=O)c2ccccc2F)nc1N
  i | i
Cc1cc(C)n(-c2ccc(C(=O)Nc3cc(S(=O)(=O)N(C)C)ccc3Cl)cc2)n1
  i | i
O=C(CCc1nc2ccccc2[nH]1)N1CCN(C(=O)c2ccco2)CC1
  i | i
CCN1CCN(C(=S)c2ccc(O)cc2)CC1
  i | i
COc1ccc(-c2csc(N3C(=O)C4C5c6ccccc6C(c6ccccc65)C4C3=O)n2)cc1 (stereo not given)
  i | i
CCCCN(CC)CCNC(=O)c1cc2c(=O)n(CC)c3ccccc3c2s1
  i | i
CC(=O)c1ccc(N=c2scc(C)n2C(C)C)cc1
  i | i
CC(=O)c1sc(-c2cccc(Cl)c2)nc1C
  i | i
COc1ccc(/C(O)=C2/C(=O)C(=O)N(CCN(C)C)C2c2ccc(F)cc2)cc1Cl (stereo not given)
  i | i
Cn1c(O)c(/C=C2\C=Nc3ccccc32)sc1=Nc1ccc(C(=O)O)cc1
  i | i
CC1CC(=O)Nc2ccc([N+](=O)[O-])cc2N1C (stereo not given)
  i | i
C/C(=N\OC(=O)NC(C)C)c1sc(-c2ccc(Cl)cc2)nc1C
  i | i
Cc1ccc(C)c(Cn2nnc3c(=O)[nH]c(C4CCN(S(=O)(=O)c5ccc(S(=O)(=O)N(C)C)cc5)CC4)nc32)c1
  i | i
Cc1ccc(OCCCCCN2CCOCC2)c(Cl)c1
  i | i
COc1ccccc1-n1cc(C(=O)NCC(=O)NCc2ccc(F)cc2)c2ccccc2c1=O
  i | i
Cc1cc(C(C)(C)C)cc(S(=O)(=O)Nc2ccc(O)c(C(=O)O)c2)c1C
  i | i
COC(=O)CCCNS(=O)(=O)c1ccc2ccccc2c1
  i | i
COc1ccc(C(=O)/C=C/Nc2ccc([N+](=O)[O-])cc2C)c(OC)c1
  i | i

Screening results from PubChem BioAssay.
